GSK3 alpha inh = inhibitors of human GSK-3 alpha kinase; inhibition, % at 10 µM; ADP-Glo luminescence, 60 min; 320,000 compounds, 0.1% hits; P49840;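 in the data active = inhibition above about 50%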;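 also: GST-tagged GSK-3 alpha with peptide substrate and 25 µM ATP; 0% = DMSO neutral wells and 100% = GW8510 positive control wells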
Target sequence (P49840 whole entry, looked up): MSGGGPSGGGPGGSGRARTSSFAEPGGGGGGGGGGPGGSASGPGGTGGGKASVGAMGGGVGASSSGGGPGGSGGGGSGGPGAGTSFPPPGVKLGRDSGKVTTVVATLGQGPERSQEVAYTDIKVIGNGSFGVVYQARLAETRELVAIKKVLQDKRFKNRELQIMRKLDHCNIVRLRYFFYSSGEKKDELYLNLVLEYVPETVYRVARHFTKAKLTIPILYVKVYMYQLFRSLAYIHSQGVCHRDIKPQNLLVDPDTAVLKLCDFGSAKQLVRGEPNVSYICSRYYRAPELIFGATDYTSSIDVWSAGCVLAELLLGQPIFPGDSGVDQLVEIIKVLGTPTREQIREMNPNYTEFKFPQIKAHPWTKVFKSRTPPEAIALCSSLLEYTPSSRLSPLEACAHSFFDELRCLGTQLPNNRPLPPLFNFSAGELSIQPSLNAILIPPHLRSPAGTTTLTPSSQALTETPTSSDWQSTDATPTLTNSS
KCNQ1 pot = human KCNQ1 channel potentiation or activation; P51787; CHO-K1 KCNQ1, thallium flux FluxOR fluorescence; active compounds read high; B-score at 10 µM; 310,000 compounds, 0.35% hits;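 active = fluorescence ratio B-score, a plate-corrected score, at least three library SD, with initial intensity B-score within 5 SD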
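assay system = KCNQ1-transfected CHO-K1 cells | medium = assay buffer with matched DMSO | probe or stimulus = depolarizing K+/Tl+ stimulus, K2SO4 and Tl2SO4 each 12.5 mM in 5x stock | dosing = single dose | incubation = dye 90 min, compound 20 min, room temperature | detection = kinetic FluxOR fluorescence, 10 s baseline plus 110 s post-stimulus | evaluation = ratio B score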
RGS4 pot = potentiators or activators of RGS4; B-score at 10 µM; HEK293 M3R/inducible RGS4, carbachol calcium flux Fluo4; active compounds read low; 310,000 compounds, 0.92% hits;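 active = B-score of the integrated calcium signal more than 4 SD below the library mean, with starting fluorescence not abnormally high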;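 also: negative B-score means reduced calcium response which marks RGS4 activation or potentiation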
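Detection: kinetic calcium fluorescence imaging with Fluo4-AM dye, 2 µM / Material: HEK293 cells with stable M3R and inducible RGS4 / Schedule: recording 10 s baseline at 1 Hz, 100 s post-agonist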
HDAC3 inhib = human HDAC3 inhibition. O15379. 320,000 compounds, 0.15% hits. recombinant HDAC3, fluorogenic peptide/trypsin coupled, fluorescence. inhibition, % at 8.3 µM. AID 2718; in the data active = inhibition above about 26%, passing the limit was not always enough
PolyA inhibitor = yeast polyadenylation inhibition; 300,000 compounds, 0.02% hits; calls only at 12 µM; S. cerevisiae SKY197-pL101 polyadenylation reporter, beta-gal luminescence; efflux-impaired pdr1/pdr3 knockout yeast; score 100 = 6 SD above DMSO;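 active = lowest replicate activity score at least 50, where 100 means six control SD above control mean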;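 also: yeast exposed to compound for 9 h at 30 °C; higher score means more reporter readthrough which indicates perturbed polyadenylation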
DYRK1A inh = inhibitors of rat Dyrk1A kinase. Q63470. ADP-Glo luminescence, NFATc1 peptide. inhibition, % at 12.5 µM. 310,000 compounds, 0.43% hits. AID 504441; in the data active = inhibition above about 50%;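 also: plate controls were vehicle with enzyme for no effect and no enzyme for full effect; many of its hits are not listed in these tables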
hERG rescue = hERG (human) protection from proarrhythmic block | Q12809 | CHO-hERG, FluxOR thallium flux, dofetilide IC70 present | activation (rescue from dofetilide block), less the hit threshold, % at 10 µM | 310,000 compounds, 0.51% hits;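 active = activation above the mean of controls blocked by dofetilide plus 5 SD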;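 also: thallium influx through hERG after potassium depolarization seen as dye fluorescence rise; in these data hits start at about 4.7%; inactives centre near -7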
KCNQ1 block = inhibitors of human KCNQ1 potassium channel; P51787; CHO-K1 KCNQ1, FluxOR thallium flux fluorescence; active compounds read high; B-score at 10 µM; 310,000 compounds, 1.3% hits;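 active = compounds whose thallium flux B-score, printed positive for inhibition, exceeds three library SD while starting fluorescence stays within three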;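 also: channel opened by potassium depolarization with thallium stimulus after 20 min compound exposure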
KCNK3 inh = human KCNK3 channel inhibition, primary screen; O14649; CHO-KCNK3 thallium flux, FluxOR fluorescence; active compounds read low; B-score at 10 µM; 340,000 compounds, 0.84% hits; AID 602410;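 active = B-score under library mean minus 4 SD, starting fluorescence ratio at most library mean plus 5 SD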;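 also: more negative B-score means stronger inhibition of thallium flux through KCNK3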
Target sequence (O14649 whole entry, looked up): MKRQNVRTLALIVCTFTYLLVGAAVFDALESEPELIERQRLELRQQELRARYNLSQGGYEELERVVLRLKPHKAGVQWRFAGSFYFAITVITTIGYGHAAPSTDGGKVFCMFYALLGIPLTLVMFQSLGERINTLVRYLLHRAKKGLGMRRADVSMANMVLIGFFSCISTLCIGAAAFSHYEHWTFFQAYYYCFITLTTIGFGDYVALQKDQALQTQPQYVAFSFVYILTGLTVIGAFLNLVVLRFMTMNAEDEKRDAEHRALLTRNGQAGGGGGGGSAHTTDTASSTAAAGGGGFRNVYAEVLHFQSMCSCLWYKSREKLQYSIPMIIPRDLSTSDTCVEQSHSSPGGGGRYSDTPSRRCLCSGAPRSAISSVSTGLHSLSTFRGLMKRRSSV
GSK3beta inhib = inhibitors of human GSK3beta kinase | P49841 | GST-GSK3beta kinase, ADP-Glo luminescence, 60 min; active compounds read low | activity score (negative = inhibition), % at 10 µM | 300,000 compounds, 0.038% hits | AID 2097;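 active = more than half of replicate wells score below -50%, meaning over 50% inhibition versus plate controls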;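 also: 0% = median DMSO wells and -100% = median GW8510 positive control wells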
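Test system: GST-tagged human GSK3beta kinase, cell-free; evaluation: activity score scaled between in-plate DMSO and GW8510 controls; measured by: ADP-Glo luminescence; incubation: 60 min reaction, RT; benchmarks: DMSO and 20 µM GW8510; reagent: peptide substrate plus 25 µM ATP (final); medium: Tris/MgCl2 kinase buffer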
KCNK9 block = blocks the human KCNK9 two-pore domain potassium channel; B-score at 10 µM; 310,000 compounds, 1.2% hits; Q9NPC2; AID 488922; HEK293 KCNK9, FluxOR thallium flux fluorescence; active compounds read low;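 active = ratio B-score over 3 SD below the library mean, with starting fluorescence within 5 SD of its mean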;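 also: negative B-score means less thallium flux so channel inhibition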
* hit, by the source's call; i = inactive; . = no result given. Only part of the results is shown (hit frequency here may not be typical).

1) CC(C)(C)C(=O)OC[N+](C)(C)CCOC(=O)C(O)(c1ccccc1)C1CCCC1 (centres undefined)
2) Cc1cc(C)c(N=Cc2c(O)[nH]c(=O)[nH]c2=O)c(C)c1
3) COC(=O)CCCCC1SCC(NC(=O)c2ccccc2)C1Cl (centres undefined)
4) COc1ccc(CCNCc2ccccc2)cc1
5) O=C1NC(=O)C(=Cc2ccc(Sc3ccccc3)o2)C(=O)N1
6) COC1=CC=C2[C@H]3Cc4ccc(OC)c5c4[C@@]2(CCN3C)[C@H]1O5
7) COc1ccc(CN2CCCC(C(=O)c3sccc3C)C2)cc1O (centres undefined)
8) CCCc1nc2ccccc2c(=O)n1-c1ccc(OC)cc1

Assay by compound | 1 | 2 | 3 | 4 | 5 | 6 | 7 | 8
GSK3 alpha inh | 0 | -3 | 0 | -1 | -3 | -3 | 2 | 1
KCNQ1 pot | i | i | i | i | i | i | i | i
RGS4 pot | -7.5* | i | i | i | i | i | i | i
HDAC3 inhib | 0 | -6 | 0 | -2 | 0 | 3 | 4 | 3
PolyA inhibitor | i | i | i | i | i | i | i | i
DYRK1A inh | -1 | . | -4 | -4 | 9 | -1 | 4 | 7
hERG rescue | -5 | -5 | -9 | -9 | -11 | -2 | 1 | -5
KCNQ1 block | i | i | i | i | i | i | i | i
KCNK3 inh | i | i | i | i | i | i | i | i
GSK3beta inhib | -1 | . | 2 | -1 | 4 | 0 | 1 | 1
KCNK9 block | i | i | i | i | i | i | i | i

9) O=C1/C(=C/c2cccnc2)N2CCC1CC2
10) C=CCn1c(O)c(C(C)=NCCC2=CCCCC2)c(=O)[nH]c1=O
11) CC(=O)c1cn(Cc2ccc(F)cc2)c2ccccc12
12) CCCCn1c(NS(=O)(=O)c2ccccc2)c(C(=O)OCC)c2nc3ccccc3nc21
13) C=CCn1c(O)c(C(C)=NCc2ccco2)c(=O)[nH]c1=O
14) CCN(CC)P(c1n(C)cc[n+]1C)N(CC)CC
15) COc1ccccc1CC(=O)N1CCN(CCc2ccccc2)CC1
16) Cc1ccc(NP(=O)(Oc2ccccc2F)Oc2ccccc2F)cc1C

Assay by compound | 9 | 10 | 11 | 12 | 13 | 14 | 15 | 16
GSK3 alpha inh | 0 | -2 | -2 | -1 | 5 | 7 | 2 | 0
KCNQ1 pot | i | i | i | i | i | i | i | i
RGS4 pot | i | i | i | i | i | i | i | i
HDAC3 inhib | 1 | -5 | -2 | -36 | 11 | -2 | -10 | 30*
PolyA inhibitor | i | i | i | i | i | i | i | i
DYRK1A inh | -4 | -3 | -2 | 0 | . | 0 | 13 | 4
hERG rescue | -2 | -11 | -13 | -10 | -18 | -12 | -3 | -12
KCNQ1 block | i | i | i | i | i | i | i | i
KCNK3 inh | i | i | i | i | i | i | i | i
GSK3beta inhib | -1 | 0 | 1 | 1 | 0 | 2 | -18 | 2
KCNK9 block | i | i | i | i | i | i | i | i

17) COc1ccc(C(=O)C2(C)N(O)C(C)C(c3cccs3)=[N+]2[O-])cc1 (centres undefined)
18) O=c1[nH]c(=O)n(CCc2ccccc2)c(O)c1C=NCCN1CCNCC1
19) O=c1c2ccccc2ncn1-c1ccc([N+](=O)[O-])c(C(F)(F)F)c1
20) N#CC1=C(N)Oc2c(c(=O)oc3ccccc23)C1c1cccnc1 (centres undefined)
21) Cc1cc(C)nc(-n2c(C)nc3cc(Cl)ccc3c2=O)c1
22) C=CCn1c(O)c(C=NC2CCN(Cc3ccccc3)CC2)c(=O)[nH]c1=O
23) CCOc1ccc(N2C(=O)NC(=O)/C(=C/c3cnc(SC)nc3)C2=O)cc1
24) O=C1NC(=O)N(c2ccccc2)C(=O)/C1=C\c1ccc2c3c(cccc13)CC2

Assay by compound | 17 | 18 | 19 | 20 | 21 | 22 | 23 | 24
GSK3 alpha inh | 1 | -3 | -1 | 0 | -1 | 35 | -5 | -1
KCNQ1 pot | i | i | i | i | i | i | i | i
RGS4 pot | i | i | i | i | i | i | i | i
HDAC3 inhib | 8 | -4 | -3 | -4 | -4 | 3 | 6 | .
PolyA inhibitor | i | i | i | i | i | i | i | i
DYRK1A inh | -5 | -3 | -5 | -7 | 1 | -1 | -6 | .
hERG rescue | 0 | -9 | -2 | 18* | -1 | -2 | -7 | -9
KCNQ1 block | i | i | i | i | i | i | i | i
KCNK3 inh | i | i | i | i | i | i | i | .
GSK3beta inhib | 0 | -3 | 8 | 3 | 1 | -1 | -5 | -4
KCNK9 block | i | i | i | i | i | i | i | i

Continued; the last two above are carried over.
23) CCOc1ccc(N2C(=O)NC(=O)/C(=C/c3cnc(SC)nc3)C2=O)cc1
24) O=C1NC(=O)N(c2ccccc2)C(=O)/C1=C\c1ccc2c3c(cccc13)CC2
25) C=CCn1c(O)c(C(CC)=Nc2ccc(N(CC)CC)cc2)c(=O)[nH]c1=O
26) COc1ccc(CC[n+]2cc(/N=C(\C)[O-])on2)cc1OC
27) CC1CCC(N(C)C2CCN(C)CC2)CC1 (centres undefined)
28) O=C(CNS(=O)(=O)c1cccs1)N1CCC2(CC1)OCCO2
29) O=C(NCc1ccccn1)c1ccccc1Cl
30) CN(C)C(=O)Oc1cccc2c(OC(=O)N(C)C)cccc12
31) C=CCN1C(=O)NC(=O)/C(=C/c2cnc(SC)nc2)C1=O
32) CC/C(=C\C=C\[C@@H]1C=C[C@@H]2CCC[C@H]2[C@@H]1C(=O)c1ccc[nH]1)[C@@H]1O[C@@H]([C@@H](C)C(=O)O)CC[C@@H]1C

Assay by compound | 23 | 24 | 25 | 26 | 27 | 28 | 29 | 30 | 31 | 32
GSK3 alpha inh | -5 | -1 | 1 | -1 | 4 | -2 | -1 | 0 | -4 | -4
KCNQ1 pot | i | i | i | i | i | i | i | i | i | 38*
RGS4 pot | i | i | i | i | i | i | i | i | i | -8.2*
HDAC3 inhib | 6 | . | -8 | 2 | 4 | 5 | 2 | -2 | 3 | 5
PolyA inhibitor | i | i | i | i | i | i | i | i | i | i
DYRK1A inh | -6 | . | 0 | 0 | . | 2 | 7 | 13 | 2 | .
hERG rescue | -7 | -9 | -8 | 0 | -7 | -4 | -13 | -2 | -10 | 74*
KCNQ1 block | i | i | i | i | i | i | i | i | i | i
KCNK3 inh | i | . | i | i | i | i | i | i | i | .
GSK3beta inhib | -5 | -4 | 0 | 0 | 2 | -3 | -4 | -2 | -2 | 1
KCNK9 block | i | i | i | i | i | i | i | i | i | i

33) O=C(/C=C/c1ccc(Cl)cc1)NC(=S)N1C[C@H]2C[C@H](C1)c1cccc(=O)n1C2
34) CC/C=C/CC(=O)N[C@@H](c1ccccc1)[C@@H](O)C(=O)O[C@H]1C[C@@]2(O)[C@@H](OC(=O)c3ccccc3)C3[C@](C)(C(=O)[C@H](OC(C)=O)C(=C1C)C2(C)C)[C@@H](O)C[C@H]1OC[C@@]31OC(C)=O (some centres undefined)
35) CCCCCCn1c(=O)c(C(=O)Nc2ncccc2C)c(O)c2ccccc21
36) Cc1ccccc1OCCCn1cc(C(=O)C(=O)N2CCOCC2)c2ccccc21
37) COc1cc2c(cc1OC)CC[N+](C)=C2
38) Cc1cc(C)cc(N2C(=O)NC(=O)/C(=C\c3cc(C)n(C)c3C)C2=O)c1
39) Cc1ccc(-n2c(-c3cccs3)nc3ccccc3c2=O)cc1
40) COc1ccc([C@@H](O)[C@@H](N)c2ccccc2)cc1

Assay by compound | 33 | 34 | 35 | 36 | 37 | 38 | 39 | 40
GSK3 alpha inh | -4 | -2 | 0 | -1 | 2 | -3 | 13 | -2
KCNQ1 pot | i | i | i | i | i | i | i | i
RGS4 pot | i | i | i | i | i | i | i | i
HDAC3 inhib | 1 | 4 | -1 | 6 | -32 | 2 | -8 | -3
PolyA inhibitor | i | i | i | i | i | i | i | i
DYRK1A inh | 7 | -2 | -1 | -3 | 14 | 1 | 8 | .
hERG rescue | -5 | -8 | -4 | -14 | -6 | -8 | -3 | -6
KCNQ1 block | i | i | i | i | i | i | i | i
KCNK3 inh | i | i | i | i | i | i | i | i
GSK3beta inhib | 3 | 2 | -2 | 0 | 4 | 3 | 0 | 1
KCNK9 block | i | i | i | i | i | i | i | i

41) CC1=C2[C@@H]3OC(=O)[C@H](C)C3CC[C@@]2(C)C=CC1=O (some centres undefined)
42) CCCCCSc1cc(OC)c(CCNC)cc1OC
43) Cc1ccc(N2C(=O)/C(=C/c3ccc(CN(CCC#N)S(C)(=O)=O)o3)C(=O)NC2=S)cc1C
44) Cn1c(NN=O)nc2ccccc21

Assay by compound | 41 | 42 | 43 | 44
GSK3 alpha inh | -1 | . | -7 | 0
KCNQ1 pot | i | i | i | i
RGS4 pot | i | i | i | i
HDAC3 inhib | 1 | . | 5 | 7
PolyA inhibitor | i | i | i | i
DYRK1A inh | 3 | 1 | . | 3
hERG rescue | 0 | -6 | -7 | 0
KCNQ1 block | i | i | i | i
KCNK3 inh | i | i | . | i
GSK3beta inhib | -3 | -2 | 4 | 0
KCNK9 block | i | i | i | i

Among those listed so far, these contain fluorine:
11) CC(=O)c1cn(Cc2ccc(F)cc2)c2ccccc12
16) Cc1ccc(NP(=O)(Oc2ccccc2F)Oc2ccccc2F)cc1C
19) O=c1c2ccccc2ncn1-c1ccc([N+](=O)[O-])c(C(F)(F)F)c1

Assay by compound | 11 | 16 | 19
GSK3 alpha inh | -2 | 0 | -1
KCNQ1 pot | i | i | i
RGS4 pot | i | i | i
HDAC3 inhib | -2 | 30* | -3
PolyA inhibitor | i | i | i
DYRK1A inh | -2 | 4 | -5
hERG rescue | -13 | -12 | -2
KCNQ1 block | i | i | i
KCNK3 inh | i | i | i
GSK3beta inhib | 1 | 2 | 8
KCNK9 block | i | i | i

Assay outcomes deposited in PubChem by several laboratories.
